dFosB activator: activators of mouse delta FosB homodimer; P13346; activation, % at 25 µM; AID 493131; 340,000 compounds, 0.99% hits; purified delta FosB, TAMRA-CDK5 oligo fluorescence polarization; percent of positive-control signal above neutral wells;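 active = mean activation above about 17%, with every replicate also reaching it, limit read from the data, passing the limit was not always enough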;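 note: fluorescence polarization rise as delta FosB binds a TAMRA Cdk5 AP-1 oligo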
SR-BI DiI inh: blocks mouse SR-BI lipid uptake from DiI-HDL | AID 488896 | ldlA[mSR-BI] CHO cells, DiI-HDL uptake fluorescence, 3 h | 320,000 compounds, 0.96% hits | inhibition, % at 12.5 µM | Q61009;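 active = mean replicate inhibition of at least 70% and a set share of replicates each scoring 70 or more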;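 note: 0% = median of neutral control wells and 100% = median of positive control wells; values of inactives mirror those of a sister screen read the other way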
Target sequence (Q61009 whole entry, looked up): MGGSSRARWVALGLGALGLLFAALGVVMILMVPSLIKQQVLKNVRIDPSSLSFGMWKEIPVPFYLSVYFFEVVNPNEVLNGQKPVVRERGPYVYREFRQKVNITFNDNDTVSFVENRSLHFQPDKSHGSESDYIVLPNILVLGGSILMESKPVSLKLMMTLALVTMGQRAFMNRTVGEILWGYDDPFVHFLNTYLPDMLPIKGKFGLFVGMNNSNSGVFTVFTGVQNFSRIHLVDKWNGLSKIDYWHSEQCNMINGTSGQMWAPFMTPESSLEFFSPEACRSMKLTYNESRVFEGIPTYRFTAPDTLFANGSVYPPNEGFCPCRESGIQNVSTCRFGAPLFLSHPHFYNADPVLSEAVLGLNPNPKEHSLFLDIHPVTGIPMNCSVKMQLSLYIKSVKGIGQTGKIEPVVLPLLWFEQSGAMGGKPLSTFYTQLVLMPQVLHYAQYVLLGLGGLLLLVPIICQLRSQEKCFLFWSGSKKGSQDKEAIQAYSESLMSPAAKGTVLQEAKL
CDK5 p35 inh: CDK5/p35 (human) kinase inhibition. Q00535+Q15078. Recombinant CDK5/p35, ADP-Glo luminescence, 60 min. inhibition, % at 10 µM. 330,000 compounds, 0.01% hits. AID 488839;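 active = highest replicate inhibition of at least 50% and at least 75% of replicates reaching 50%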;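 note: plate controls were DMSO neutral control for no effect and GW8510 at 10 µM for full effect; many of its hits are not listed in these tables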
Target sequence (Q00535 whole entry, looked up): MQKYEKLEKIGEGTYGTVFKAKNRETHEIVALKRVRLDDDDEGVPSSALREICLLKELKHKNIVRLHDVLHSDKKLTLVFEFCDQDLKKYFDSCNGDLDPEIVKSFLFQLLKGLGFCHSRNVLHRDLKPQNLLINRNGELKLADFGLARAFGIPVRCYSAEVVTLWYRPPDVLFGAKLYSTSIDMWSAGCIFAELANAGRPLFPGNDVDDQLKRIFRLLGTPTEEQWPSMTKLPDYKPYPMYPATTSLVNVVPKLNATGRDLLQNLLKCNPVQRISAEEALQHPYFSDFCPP
Target sequence (Q15078 whole entry, looked up): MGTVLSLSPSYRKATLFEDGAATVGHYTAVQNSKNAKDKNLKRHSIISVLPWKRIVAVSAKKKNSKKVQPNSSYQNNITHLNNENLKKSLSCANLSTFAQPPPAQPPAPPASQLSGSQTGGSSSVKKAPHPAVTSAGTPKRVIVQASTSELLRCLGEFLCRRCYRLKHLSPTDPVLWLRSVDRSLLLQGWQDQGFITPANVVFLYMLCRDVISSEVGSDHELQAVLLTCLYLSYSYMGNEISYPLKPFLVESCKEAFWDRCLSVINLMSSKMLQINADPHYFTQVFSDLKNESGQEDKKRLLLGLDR
HTR5A ag ctr: counter-screen for OPRM1-OPRD1 agonists: human HTR5A agonism | P47898 | HTR5A agonist assay, luminescence, cell-based | 340,000 compounds, 0.61% hits | activation, % at 9.3 µM; in the data active = activation mostly above about 9.5%, no sharp cut-off; inactive = mostly below about 7.6%;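 note: 0% = cells with vehicle only and 100% = reference agonist; strong numbers were not always called active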
SR-BI DiI-HDL act: activators of SR-BI mediated HDL lipid uptake | activation, % at 12.5 µM | 320,000 compounds, 0.096% hits | CHO ldlA[mSR-BI] cells, DiI-HDL uptake fluorescence, 3 h; 100 = double the neutral-control signal | AID 504775;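 active = mean replicate activation of at least 60% and every replicate at or above 60%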;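 note: 0% = median plate neutral-control signal and 100% = twice that signal; values of inactives mirror those of a sister screen read the other way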
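System: LDL receptor-deficient CHO ldlA cells overexpressing murine SR-BI | Timing: 3 h uptake period with compound, 37 °C | Medium: HEPES-buffered (25 mM, pH 7.4) F12 plus 0.5% BSA | Dosing: Single-point compound dose | Signal: Bottom-read fluorescence, 550/595 nm | Read-out: Retained DiI signal reflecting DiI-HDL uptake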
Wnt bcat act: activates Wnt/beta-catenin signaling in a reporter cell assay; activator, plate reader; activation, % at 9.35 µM; 300,000 compounds, 1.2% hits; AID 743398; in the data active = activation above about 30%, passing the limit was not always enough;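 note: 0% = neutral control wells and 100% = positive control wells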
cardiac RTF act: cardiac RTF calcium sensitization. IANBD-labeled TnC RTF fluorescence at EC20 calcium; 0% EC20 calcium, 100% full calcium. P19429+P45379. activation, % at 7.2 µM. 340,000 compounds, 0.24% hits;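 active = activation above the mean over all tested compounds plus 3 SD, cut at about 30% in these data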;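 note: rise in fluorescence read as greater calcium sensitivity of cardiac thin filaments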
MITF act: activators of MITF-driven TRPM1 promoter activity in SK-MEL-5 cells | SK-MEL-5 TRPM1-promoter luciferase, 24 h; % of positive control, neutral wells = 0 | activation, % at 12.5 µM | 300,000 compounds, 0.75% hits;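 active = mean activation of at least 80% with every replicate also reaching 80%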;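 note: 0% = neutral control wells and 100% = parthenolide positive control wells; values of inactives mirror those of a sister screen read the other way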
Rtt109 HAT inh: blocks Candida albicans Rtt109/Vps75 acetyltransferase activity; purified Rtt109/Vps75, ThioGlo CoA-SH fluorescence, 4 h; inhibition, % at 34.9 µM; 330,000 compounds, 0.16% hits;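 active = inhibition of at least 50% in every replicate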
PvdQ acylase: P. aeruginosa PvdQ acylase inhibition; purified PvdQ acylase, fluorescence plate reader; inhibition, % at 10 µM; 340,000 compounds, 0.063% hits; AID 488965; in the data active = inhibition above about 30%, passing the limit was not always enough;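 note: 0% = vehicle neutral wells and 100% = reference inhibitor wells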
An asterisk follows results filed as active; . = no result given.

SMILES | dFosB activator | SR-BI DiI inh | CDK5 p35 inh | HTR5A ag ctr | SR-BI DiI-HDL act | Wnt bcat act | cardiac RTF act | MITF act | Rtt109 HAT inh | PvdQ acylase
Cc1cccnc1NC1(C(F)(F)F)N=C(c2ccccc2)NC1=O (stereo not drawn) | 2.8 | -7.2 | 0.8 | 2.7 | 7.2 | -3.8 | -1.9 | -5.6 | 4.5 | -21.4
CC(OC(=O)CSCC(=O)Nc1ccc(Cl)cc1)C(=O)N(C)Cc1ccccc1 (stereo not drawn) | -6.8 | -22.9 | -0.5 | 3.9 | 22.9 | -2.5 | 0.6 | -7.6 | -3.4 | -3.4
O=C(NCc1ccc2c(c1)OCO2)c1ccco1 | 2.5 | -13.4 | -2.8 | 3.4 | 13.4 | -1.0 | 1.3 | -1.5 | 4.0 | -9.0
O=[N+]([O-])c1cc(/C=N/N2CCOCC2)cs1 | -6.0 | -0.8 | -1.1 | 2.7 | 0.8 | 2.7 | 1.7 | -10.6 | 2.4 | 1.3
O=C(NNC(=O)C1CCN(Cc2ccccc2)CC1)c1cccs1 | -3.3 | -22.0 | -0.4 | -0.1 | 22.0 | 0.7 | -4.5 | -7.6 | -10.4 | 1.6
CCc1c(C)sc(NC(=O)CC#N)c1C#N | -16.7 | 17.5 | 0.1 | 2.3 | -17.5 | -2.5 | 9.9 | -19.3 | -7.5 | -0.9
CCS(=O)(=O)N1CCC(C(=O)NCCN2CCN(Cc3ccccc3)CC2)CC1 | -1.5 | -8.7 | -1.6 | -3.2 | 8.7 | 0.7 | 7.3 | -0.6 | 8.0 | 0.3
Cc1ccc(C(c2sc3ncnn3c2O)N2CCC(C)CC2)cc1 (stereo not drawn) | -11.0 | -13.4 | -2.7 | -1.4 | 13.4 | -2.9 | 1.9 | 9.5 | -8.4 | -44.9
CCOC(=O)C1=NN(C(C)=O)C2(CC(=O)N(c3cccc(C)c3)C2=O)C1 (stereo not drawn) | -13.0 | -13.2 | -2.8 | -0.9 | 13.2 | -7.2 | 1.9 | 3.7 | . | -12.0
CCN(CC)CCCNC(=O)CCn1nc(-c2ccccc2)ccc1=O | 7.5 | -9.9 | -1.0 | 0.8 | 9.9 | -0.3 | -6.7 | -12.7 | 1.0 | -3.2
CC(=O)c1c(C)[nH]c(C(=O)N2CCCCCC2)c1C | -3.8 | 21.7 | 1.8 | 2.2 | -21.7 | -1.5 | 1.1 | -3.1 | -0.5 | -9.9
CCCc1nnc(NC(=O)OCC)s1 | -4.6 | 5.2 | -1.7 | 1.9 | -5.2 | 5.6 | -1.4 | 1.5 | -1.7 | 6.4
CCc1ccc(C2C(C#N)=C(N)C(C#N)(C#N)C3=CCC(C(C)(C)C)CC32)cc1 (stereo not drawn) | -27.8 | -16.0 | 0.1 | -0.6 | 16.0 | . | 4.8 | . | -7.7 | -8.4
COc1ccc(CC(=O)N(C)CC(=O)Nc2ccc(F)cc2)cc1S(=O)(=O)N1CCOCC1 | -11.4 | -23.8 | 0.7 | -3.9 | 23.8 | 2.2 | 5.4 | -6.2 | 2.6 | -10.7
CCN(CC)C(=O)CSc1nc2ccc(NC(=O)CSc3nnc(N)s3)cc2s1 | 1.9 | 38.6 | 3.1 | 2.9 | -38.6 | . | -7.0 | 1.5 | 5.9 | 8.0
COc1ccc(S(=O)(=O)N2Cc3ccccc3CC2C(=O)N2CCOCC2)cc1 (stereo not drawn) | -8.3 | -7.9 | 0.0 | -1.0 | 7.9 | -0.8 | 7.6 | 0.4 | -6.8 | -7.6
CCOc1ccccc1N1CC(C(=O)N2CCN(Cc3ccc(C#N)cc3)CC2)CC1=O (stereo not drawn) | -6.4 | 16.2 | -1.6 | 5.3 | -16.2 | 0.1 | 1.1 | -3.2 | 2.5 | -6.7
CC(=O)Nc1cccc(N=NN2CCOCC2)c1 | -1.0 | -8.3 | 1.5 | . | 8.3 | -1.9 | . | 5.9 | 2.1 | -8.5
COc1cc(N2N=C(c3ccccc3)CC2c2ccccc2)c(C=O)cc1C=O (stereo not drawn) | -7.0 | 16.7 | 2.1 | 2.6 | -16.7 | 0.5 | -7.4 | . | 10.3 | 18.1
Cc1cc(=O)[nH]c(SCC(=O)c2ccccc2)c1C#N | 0.7 | . | -0.6 | -2.9 | . | . | 0.8 | 4.7 | -2.3 | -14.4
COc1nccnc1NS(=O)(=O)c1ccc(NC(=O)c2cccc(C)c2)cc1 | 2.7 | -4.5 | 0.0 | -0.6 | 4.5 | -1.1 | -1.1 | -3.6 | -4.3 | 2.0
CC12CCC(C(NC(=S)NN)C1=O)C2(C)C (stereo not drawn) | 7.8 | -2.4 | -2.7 | -2.6 | 2.4 | -2.8 | 2.8 | 9.2 | -2.2 | -10.1
CCc1ccc(Cn2nnc(C(=O)Nc3cccc(C)c3)c2N)cc1 | -5.6 | -11.2 | -1.2 | -2.8 | 11.2 | 5.1 | 0.1 | 2.6 | -6.5 | -5.5
CN(c1ccccc1C(=O)N1CCN(c2cccc(Cl)c2)CC1)S(C)(=O)=O | 1.4 | -20.2 | -2.4 | 1.8 | 20.2 | . | 0.1 | 8.8 | -4.8 | -4.0
COc1ccc(C2c3ccsc3CCN2C(=O)NC(C)(C)C)cc1 (stereo not drawn) | -10.8 | 12.8 | 2.1 | 11.2 | -12.8 | 0.2 | 0.2 | 12.8 | 4.8 | -2.5

By substructure, the entries above containing a Cl atom (two)
SMILES | dFosB activator | SR-BI DiI inh | CDK5 p35 inh | HTR5A ag ctr | SR-BI DiI-HDL act | Wnt bcat act | cardiac RTF act | MITF act | Rtt109 HAT inh | PvdQ acylase
CC(OC(=O)CSCC(=O)Nc1ccc(Cl)cc1)C(=O)N(C)Cc1ccccc1 (stereo not drawn) | -6.8 | -22.9 | -0.5 | 3.9 | 22.9 | -2.5 | 0.6 | -7.6 | -3.4 | -3.4
CN(c1ccccc1C(=O)N1CCN(c2cccc(Cl)c2)CC1)S(C)(=O)=O | 1.4 | -20.2 | -2.4 | 1.8 | 20.2 | . | 0.1 | 8.8 | -4.8 | -4.0

Remaining list, next part
SMILES | dFosB activator | SR-BI DiI inh | CDK5 p35 inh | HTR5A ag ctr | SR-BI DiI-HDL act | Wnt bcat act | cardiac RTF act | MITF act | Rtt109 HAT inh | PvdQ acylase
O=C(NN1C(=O)C2C3C=CC([C@@H]2C1=O)C31CC1)c1ccccc1 (stereo partly drawn) | -1.4 | 3.5 | 0.2 | 1.2 | -3.5 | 10.7 | 10.6 | -14.5 | -14.1 | -18.0
COc1ccc(-c2nnn(CC(=O)N(Cc3ccc(F)cc3)C(C(=O)NC3CCCC3)c3ccc(F)cc3)n2)cc1 (stereo not drawn) | -3.6 | 26.3 | 0.1 | 3.0 | -26.3 | 3.7 | 8.0 | -6.5 | 3.8 | -6.2
CC(C)(C)C(=O)NC1CCN(S(=O)(=O)c2cccc(C(F)(F)F)c2)CC1 | -3.3 | -6.9 | 0.4 | -0.2 | 6.9 | -3.0 | -5.2 | 7.4 | 15.6 | 8.4
CC(NC(=O)CN1CCN(S(=O)(=O)c2ccc(Br)cc2)CC1)c1ccccc1 (stereo not drawn) | -3.1 | 4.4 | 0.4 | 6.8 | -4.4 | 0.2 | -13.0 | -7.2 | 2.8 | -7.1
O=C(CN1CCN(S(=O)(=O)c2ccccc2F)CC1)NC1CCCC1 | -3.7 | -9.8 | -8.1 | -3.0 | 9.8 | -2.1 | -1.6 | -16.2 | -8.8 | -4.5
O=C(Nc1ccccn1)C1CCN(C(=O)c2ccc(F)cc2)CC1 | 0.8 | -6.4 | -0.3 | 0.2 | 6.4 | 1.1 | -4.1 | 11.7 | -1.7 | 1.9
CSc1ccccc1NC(=O)Nc1cccc2ccccc12 | 11.1 | 32.7 | -2.4 | 0.8 | . | -0.8 | -4.8 | -9.9 | -1.9 | -12.4
O=C(COc1ccc(-c2nnco2)cc1)N1CCN(S(=O)(=O)c2ccccc2)CC1 | -5.1 | -3.6 | 0.0 | 1.6 | 3.6 | . | 0.1 | -3.9 | 0.1 | -15.8
Cc1ccc(Oc2nc3ccccc3n3c(C)nnc23)cc1 | 0.3 | -9.4 | -3.6 | 2.5 | 9.4 | . | -8.8 | 19.1 | -9.8 | -4.1
c1csc(-c2noc(CN3CCOCC3)n2)c1 | 2.3 | -8.4 | 1.8 | 7.4 | 8.4 | 28.2 | -7.7 | . | -9.0 | -8.2
CCOC(=O)C1CCCN(c2c(N3CCN(C4CCCCC4)CC3)c(=O)c2=O)C1 (stereo not drawn) | -1.3 | 5.7 | 0.3 | 3.4 | -5.7 | -5.6 | -0.1 | 13.7 | 11.6 | 2.8
C/C(=N\NC(=S)NCc1ccccc1)c1ccc(C)o1 | -2.7 | 23.4 | -3.4 | 3.9 | -23.4 | 1.7 | -4.5 | 4.0 | -5.1 | 9.5
Cc1ccc(-n2c(=O)[nH]c3cc(C(=O)NC4CCN(Cc5ccccc5)CC4)ccc3c2=O)cc1 | -9.8 | 2.8 | 0.2 | 13.9 | -2.8 | 2.8 | 1.4 | . | -3.6 | -12.0
Cc1cc(C2(O)C(=O)Nc3ccccc32)ccc1F (stereo not drawn) | -1.8 | -7.7 | 0.4 | -0.4 | 7.7 | -2.2 | 3.6 | 7.2 | 2.4 | -14.9
O=C(CN1CCCCCC1)Nc1ccc(Cl)cn1 | 1.7 | 6.5 | 1.0 | 4.1 | -6.5 | 0.1 | 0.3 | . | -8.3 | -0.2
COc1ccc(Br)cc1-c1nc2c(c(=O)[nH]c(=O)n2Cc2ccccc2)n1C | -4.5 | -3.7 | -0.3 | 1.1 | 3.7 | -1.5 | 2.0 | -13.2 | -4.2 | -8.0
CC1=NN(c2ccc(Cl)cc2)C(=O)C1C(c1ccccc1O)c1c(C)[nH]n(-c2ccc(Cl)cc2)c1=O (stereo not drawn) | -4.8 | 29.6 | 0.7 | 1.8 | -29.6 | . | -3.1 | -15.6 | 1.2 | -5.8
O=C(CN(CCc1ccccc1)C(=O)CNS(=O)(=O)c1ccccc1)NCC1CCCO1 (stereo not drawn) | -4.6 | 4.8 | 1.1 | -3.5 | -4.8 | . | 8.1 | 6.8 | 9.3 | 4.3
O=C(CCNS(=O)(=O)c1cccc2nsnc12)NCCc1ccccc1 | 1.8 | -9.2 | -1.1 | 1.0 | 9.2 | 1.4 | -2.5 | 6.9 | -40.4 | -3.5
C=CCSc1ncnc2sc(C)c(C)c12 | -8.7 | 4.0 | -1.7 | -3.6 | -4.0 | -5.7 | 1.7 | 2.6 | 2.2 | -6.6
S=C(Nc1ccc(Br)cc1Cl)NC1CCN(Cc2ccccc2)CC1 | -4.3 | 41.6 | 0.2 | 0.4 | -41.6 | -2.6 | -1.7 | -9.5 | 7.8 | -14.4
CCN(CC)CCCN(Cc1cc2cc3c(cc2[nH]c1=O)OCCO3)C(=O)Nc1ccccc1 | 6.6 | -17.9 | -1.5 | -2.7 | 17.9 | -5.6 | -3.4 | 16.7 | -6.7 | -0.4
Cc1cc(C)cc(-n2nnc(C(=O)NCc3ccc4c(c3)OCO4)c2N)c1 | -2.4 | 15.1 | -0.4 | -5.6 | -15.1 | -2.4 | -1.3 | -9.3 | 7.9 | -15.8
CCN(CC)CC(=O)N1c2ccccc2Oc2c(c(=O)n(C)c(=O)n2C)C1c1cccc([N+](=O)[O-])c1 (stereo not drawn) | 0.0 | -0.2 | -0.2 | -3.1 | 0.2 | 4.4 | 5.0 | 1.5 | 0.4 | -13.9

Bioassay records (PubChem BioAssay)
